# MEP2 TOR yeast – alters MEP2-GFP fluorescence in TOR pathway yeast screen; S. cerevisiae MEP2-GFP strain, flow cytometry GFP, 3 h; 100% = DMSO control level; 330,000 tested, 0.51% active; AID 2016; GFP response vs DMSO, % at 10 µM;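 active = GFP response versus DMSO above a set limit, roughly screen mean plus 3 SD, cut at about 180% in these data; inconclusive = fewer than 70 cells counted for a yeast strain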;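 note: median GFP fluorescence of the barcode-gated MEP2-GFP cells per well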
# procasp7 counter – counter-screen: procaspase-7 (human) activation; recombinant procaspase-7, Ac-DEVD-pNA absorbance 405 nm; D23A/D198A/D206A triple mutant, cannot self-cleave; scale: DMSO 0, 5 µM enzyme 100; activation, % at 8.5 µM; 330,000 tested, 0.093% active;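 active = percent activation above the screen-wide mean plus 3 SD, cut at about 25% in these data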
# Target sequence (P55210 whole entry D23A/D198A/D206A): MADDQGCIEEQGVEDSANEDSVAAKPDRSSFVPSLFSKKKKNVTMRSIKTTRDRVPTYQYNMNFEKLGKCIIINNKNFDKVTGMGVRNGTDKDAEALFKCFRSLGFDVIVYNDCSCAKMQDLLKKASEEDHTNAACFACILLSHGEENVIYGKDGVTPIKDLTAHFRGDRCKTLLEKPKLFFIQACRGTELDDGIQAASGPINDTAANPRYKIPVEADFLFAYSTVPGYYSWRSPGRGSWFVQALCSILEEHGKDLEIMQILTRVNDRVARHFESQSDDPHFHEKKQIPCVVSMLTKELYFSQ
#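 Assay system: Uncleavable procaspase-7 mutant enzyme | Input: 2 µM procaspase-7 mutant as dispensed | Timing: 1 h compound preincubation, 2 h substrate cleavage, 25 °C | Repeats: One well per compound | Control set: DMSO wells as 0%, DMSO with 5 µM added PC-7 as 100% | Technique: Epi-absorbance of released pNA at 405 nm, two timepoints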
# AHR act – activates the human aryl hydrocarbon receptor. P35869. activation, % at 5 µM. AHR-responsive luciferase reporter cells, luminescence. 320,000 tested, 2.5% active; in the data active = activation above about 47%;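 note: 0% = vehicle wells and 100% = reference agonist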
# CR mimetic SO – caloric restriction mimetics inhibiting age-related superoxide in yeast | superoxide response (% of plate mean), % at 10 µM | 330,000 tested, 0.18% active | S. cerevisiae aged cells, superoxide DHE fluorescence; stronger effect = lower value | AID 2690;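 active = superoxide response under a set limit, about three screen SD below normal, cut at about 65% in these data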;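 note: yeast aged for seven days with compound at 30 °C before DHE staining; 100% = average MFI of all compound-treated wells on the plate with controls excluded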
# GASC-1 inh – blocks human GASC-1 demethylase activity | 330,000 tested, 0.069% active | GST-JMJD2C(1-420) H3K9me3 demethylation, DELFIA europium | Q9H3R0 | AID 2099 | inhibition, % at 2.35 µM;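 active = more than half of a compound's replicate wells show inhibition beyond 50%, single wells judged on their own value; inconclusive = some, but no more than half, of replicates pass 50% inhibition; inactive = no replicate passes 50% inhibition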;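 note: signal counts dimethyl H3K9 product captured on neutravidin plate; 0% = median of DMSO wells and 100% = 0.3 times that DMSO median; strong numbers were not always called active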
# Target sequence (Q9H3R0 1-420 limits assumed): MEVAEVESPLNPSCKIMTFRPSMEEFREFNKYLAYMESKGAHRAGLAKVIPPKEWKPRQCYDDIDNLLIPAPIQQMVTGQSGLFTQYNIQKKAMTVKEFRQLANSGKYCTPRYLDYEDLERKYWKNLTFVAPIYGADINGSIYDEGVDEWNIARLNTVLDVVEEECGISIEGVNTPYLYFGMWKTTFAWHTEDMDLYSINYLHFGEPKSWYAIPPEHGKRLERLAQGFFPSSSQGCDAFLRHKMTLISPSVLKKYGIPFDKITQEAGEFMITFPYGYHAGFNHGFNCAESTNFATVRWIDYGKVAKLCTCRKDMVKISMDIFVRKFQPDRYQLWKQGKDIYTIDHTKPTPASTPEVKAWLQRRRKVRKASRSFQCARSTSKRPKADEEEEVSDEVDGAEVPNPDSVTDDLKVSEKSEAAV
# RPL19A-GFP yeast – alters RPL19A-GFP fluorescence in TOR pathway yeast screen; 330,000 tested, 0.3% active; S. cerevisiae RPL19A-GFP strain, flow cytometry, 3 h; stronger effect = lower value; percent response vs DMSO, % at 10 µM;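 active = percent response vs DMSO below 50%; inconclusive = fewer than 70 events counted for the yeast strain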;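 note: median channel GFP fluorescence of the barcoded RPL19A-GFP strain; ratio of sample median GFP to plate DMSO average so 100% = DMSO; lower means less RPL19A-GFP as with rapamycin TOR inhibition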
# LAP4-GFP MLPCN – yeast TOR pathway LAP4-GFP modulation. 320,000 tested, 0.34% active. AID 2023. GFP response vs DMSO, % at 10 µM. S. cerevisiae LAP4-GFP multiplex, flow cytometry GFP, 3 h; median GFP as percent of DMSO wells;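 active = GFP response vs DMSO above a set limit, about the screen mean plus 3 SD, cut at about 150% in these data; inconclusive = under 70 cell events counted for the yeast strain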
# proCasp3 act – activates human procaspase-3; recombinant procaspase-3 D3A, Ac-DEVD-pNA absorbance 405 nm; 330,000 tested, 0.11% active; activation, % at 8.5 µM; AID 463141; P42574;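 active = activation above the mean of all tested compounds plus 3 SD, cut at about 21% in these data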;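 note: 0% = DMSO alone and 100% = DMSO wells spiked with extra 5 µM PC-3 D3A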
# Target sequence (P42574 whole entry D9A/D28A/D175A): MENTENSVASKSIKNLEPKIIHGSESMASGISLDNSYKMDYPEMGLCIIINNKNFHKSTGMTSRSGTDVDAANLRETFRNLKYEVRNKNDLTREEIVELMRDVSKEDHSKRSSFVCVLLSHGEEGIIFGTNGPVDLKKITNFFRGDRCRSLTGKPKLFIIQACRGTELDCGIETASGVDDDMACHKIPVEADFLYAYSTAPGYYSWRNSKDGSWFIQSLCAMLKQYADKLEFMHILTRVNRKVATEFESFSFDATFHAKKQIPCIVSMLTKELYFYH
#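 Test system: Procaspase-3 D3A mutant, all three cleavage aspartates alanine | Dosing: Single dose, 8.5 µM nominal compound, 0.8% DMSO | Schedule: 1 h preincubation, 2 h reaction | Technique: 405 nm absorbance of p-nitroaniline, reads at 0 and 120 min | Repeats: One well per compound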
# * hit, by the source's call; i = inactive; ? = inconclusive; . = no result given; [ ] = remark or other dose.
SMILES,MEP2 TOR yeast,procasp7 counter,AHR act,CR mimetic SO,GASC-1 inh,RPL19A-GFP yeast,LAP4-GFP MLPCN,proCasp3 act
O=C(CCN1C(=O)/C(=C\c2ccccc2F)SC1=S)N1CCCCC1,99,-3,0,121,4,95,119,-2
O=C(NC1CCCCC1)C(c1cccnc1)N(CCc1ccccc1)C(=O)Cc1cccs1 (centres undefined),104,20,1,94,11,108,89,3
O=C(COC(=O)c1ccc(Cl)nc1)NCc1ccc(F)cc1,?,7,-1,93,-5,?,?,2
O=C(CSCc1ccccc1)N1CCN(c2ccccc2)CC1,104,5,0,110,1,104,100,6
COC(=O)c1c(C)[nH]c(C(=O)CSc2ncnc3sc(-c4ccccc4)cc23)c1C,107,-8,1,103,13,101,93,-1
O=C(Nc1ccccc1)c1cc2n(n1)C(C(F)(F)F)CC(C1CC1)N2 (centres undefined),111,8,31,114,8,109,116,-1
O=C(Cc1cccc2ccccc12)Nc1ccccc1,235*[may fluoresce violet],4,-1,101,12,46*[may fluoresce violet],57[may fluoresce violet],-1
Cc1ccc(CSc2nnc(-c3cccc(S(=O)(=O)N4CCOCC4)c3)n2CC(C)C)cc1,105,8,-1,97,-3,105,92,3
CN(c1ccccc1)S(=O)(=O)c1cccc(C(=O)NCCCN2CCCC2=O)c1,104,4,-2,91,-30,102,110,9
COc1ccc(CNC(=O)CSc2nc3[nH]ncc3c(=O)n2-c2ccccc2Br)cc1,89,-5,3,97,-2,96,123,2
COc1cc2cc(CN(Cc3cccnc3)C(=O)Nc3ccccc3)c(=O)[nH]c2cc1OC,94,5,2,84,-14,96,113,-1
O=C(NC1CC1)C1CCN(C2CCN(C(=O)c3c(F)cccc3Cl)CC2)CC1,98,8,0,91,-5,106,98,8
Cc1cccc(NC(=O)CCS(=O)(=O)c2ccc3c(c2)oc(=O)n3C)c1,98,-5,0,103,-6,100,98,11
Cc1ccc(C)c2[nH]c(=O)c(CCNS(=O)(=O)c3ccccc3)cc12,106,6,19,91,-1,96,100,-1
Cc1ccccc1C(=O)N/N=C/c1cccc2ccccc12,108,-1,23,126,-2,105,95,-5
CC(C)(C)S(=O)(=O)c1cnc(-c2ccccn2)nc1N,96,0,3,99,1,99,112,-9
COc1cccc(CNC(=O)c2ccccc2SCC(=O)N2CCCC2)c1,101,0,-1,90,-14,106,112,-11
COc1cc(/C=N\NC(=O)C2CC3C=CC2C3)ccc1O (centres undefined),90,-3,14,120,4,101,74,11
COCCCNC(=S)N/N=C/c1ccc(N(C)C)cc1,97,-4,31,101,-24,96,114,4
CC(C(=O)NCc1cccc(Cl)c1)N1C(=O)c2ccccc2C1=O (centres undefined),105,0,-1,99,6,98,108,3

# Copied from the listing (5 entries):
SMILES,MEP2 TOR yeast,procasp7 counter,AHR act,CR mimetic SO,GASC-1 inh,RPL19A-GFP yeast,LAP4-GFP MLPCN,proCasp3 act
CC(C)(C)S(=O)(=O)c1cnc(-c2ccccn2)nc1N,96,0,3,99,1,99,112,-9
COc1cccc(CNC(=O)c2ccccc2SCC(=O)N2CCCC2)c1,101,0,-1,90,-14,106,112,-11
COc1cc(/C=N\NC(=O)C2CC3C=CC2C3)ccc1O (centres undefined),90,-3,14,120,4,101,74,11
COCCCNC(=S)N/N=C/c1ccc(N(C)C)cc1,97,-4,31,101,-24,96,114,4
CC(C(=O)NCc1cccc(Cl)c1)N1C(=O)c2ccccc2C1=O (centres undefined),105,0,-1,99,6,98,108,3

# Following part.
SMILES,MEP2 TOR yeast,procasp7 counter,AHR act,CR mimetic SO,GASC-1 inh,RPL19A-GFP yeast,LAP4-GFP MLPCN,proCasp3 act
Cc1ccc2c(c1)N(C(=O)CCC(=O)NCc1cccnc1)CCO2,101,3,5,103,5,102,99,3
CCCCn1c(SCC(=O)NC2CCCC2)nnc1-c1ccco1,106,-5,0,100,13,102,95,-5
Cc1ccc(N2C(=O)CSC2c2c(F)cccc2Cl)cc1 (centres undefined),98,-13,0,103,8,95,97,-3
COc1ccc(C(=O)CSc2nc3nc(C)cc(C)n3n2)cc1OC,99,-1,2,95,10,117,79,-9
CCOc1ccc(N(C(=O)c2snc(C(N)=O)c2N)C(C(=O)NCC2CCCO2)c2ccco2)cc1 (centres undefined),109,4,2,90,0,106,105,6
O=C(Cn1cnc2c(cnn2-c2ccccc2)c1=O)Nc1ccc(S(=O)(=O)N2CCOCC2)cc1,101,0,1,83,-3,101,99,-5
COc1ccc(NC(=O)/C=C/c2cccc(F)c2)cn1,96,-4,0,103,17,102,98,11
O=c1[nH]cnc2c1ncn2[C@@H]1O[C@H](CO)[C@@H](O)[C@H]1O,94,5,-1,107,-6,110,117,4
O=C(NNC(=S)Nc1ccccc1)c1ccc2ncccc2c1,107,0,-2,107,1,98,113,2
CC(C)c1nc(SCC(=O)Nc2cccc3ccccc23)n[nH]1,98,10,13,150,11,100,94,9
Cc1ccc2cccc(Oc3ncnc4scc(-c5ccc(Cl)cc5)c34)c2n1,84,-11,-3,104,38,103,122,-10
O=C(Cn1nnc(-c2ccccc2NC(=O)c2ccccc2F)n1)NC1CCCC1,100,12,1,103,-7,102,111,4
CCCCN(C(=O)c1cccc(-n2cnnn2)c1)c1c(N)n(CC(C)C)c(=O)[nH]c1=O,104,5,-2,119,-4,98,101,4
Cc1ccc2[nH]c(C(=O)N/N=C/c3ccc([N+](=O)[O-])cc3)c(C)c2c1,104,.,.,96,1,107,102,.
COc1ccc(S(=O)(=O)N2CCN(C(=O)CC(C)C)CC2)cc1,96,-6,3,107,-10,99,106,-12
Cn1c(=N)n(CC(=O)c2cccs2)c2ccccc21,99,1,49*,96,-2,100,97,-9
Cc1cc(C)c(S(=O)(=O)NCc2ccncc2)c(C)c1,99,6,-11,101,-3,99,110,3
Cc1nc2cc(NC(=O)NC3CC3)ccc2n1C,103,2,0,99,17,113,104,-1
Cc1nnc(NC(=O)CSc2nc3ccccc3[nH]2)s1,113,-2,6,88,3,103,95,-3
O=C(Nc1cccc(Cl)c1Cl)c1snnc1-c1ccccc1,101,7,26,100,-1,98,92,7
CCOC(=O)Cc1csc(NC(=O)c2cccc(Cl)c2)n1,95,0,4,i,3,91,140,-2
O=S(=O)(c1ccc2c(c1)CCCC2)N1CCNCC1,99,4,2,116,0,86,94,-1
CCN(C(=O)CSC1=Nc2ccccc2C2CC=NN12)C1CCS(=O)(=O)C1 (centres undefined),97,-1,11,109,6,94,98,6
CCc1cccc(C)c1NC(=S)NCc1ccc2[nH]c(C)cc2c1,103,2,34,103,-13,92,105,-1
CC(C)NC(=S)N1CCN(C(c2ccccc2)c2ccccc2)CC1,104,-1,-2,104,-19,103,93,-6
CCOc1cc(C(=O)NCC(C)CN(C)C)cc(OCC)c1OCC (centres undefined),110,12,0,98,-13,105,97,0
O=C(CSc1ccncc1)Nc1ccc2ccccc2c1,115,11,14,99,6,101,107,10
O=C(NCCN1CCOCC1)c1ccc(CS(=O)(=O)c2ccc(Br)cc2)o1,108,4,-1,81,-16,106,106,0
C/C=C/C(=O)Nc1ccc(N2CCN(c3ccc(C(F)(F)F)cn3)CC2)nc1,100,3,-3,90,7,100,99,-7
CNC(=S)N(Cc1ccc(OC)cc1)Cc1cc2cccc(C)c2[nH]c1=O,97,-10,4,104,23,100,97,-2
O=C(O)CCN1/C(=C/C=Nc2ccccc2)Oc2ccccc21,114,-1,0,85,5,106,105,-5
COc1ccc(-n2c(C)cc(C(=O)CSc3ccc(NC(C)=O)cc3)c2C)cc1,97,-1,15,100,-2,100,86,-7
Cc1ccc(C(=O)N/N=C2\SCC(=O)N2c2cc(C)ccc2C)cc1,102,-2,0,111,9,99,98,4
O=C1CCCC(=O)C1=C1SCCCS1,105,-4,0,102,0,104,98,0
Cc1ccnc(SCC(=O)Nc2sc3c(c2C#N)CCC(C(C)(C)C)C3)n1 (centres undefined),104,5,16,103,-3,102,102,3
CC1CN(C2CC(C)(C)NC(C)(C)C2)CCC1=O (centres undefined),94,3,0,86,-3,93,90,-11
COCCNc1cc(C)nc2c3c(C)cc(C)nc3nn12,105,5,33,93,11,103,98,-4
CC1CCc2nc(NC(=O)CSc3nc4ccccc4o3)sc2C1 (centres undefined),102,-9,3,85,34,99,104,3
COCc1cc(=O)[nH]c(/N=C(\N)Nc2ccc(C)cc2C)n1,96,-3,16,98,-26,95,104,5
CCn1c(SCC(=O)Nc2ccccc2F)nnc1-c1ccoc1C,102,-5,-6,89,-2,103,98,0
CCC(CO)Oc1cc(NCc2ccccc2F)c2ncn(C(C)C)c2c1 (centres undefined),97,4,5,112,5,99,104,5
Clc1cccc(Cl)c1OCCCCN1CCCCC1,96,2,0,94,-5,104,87,4
Cc1cccc(NC(=O)CNC(=O)COC(=O)c2ccc(C(C)(C)C)cc2)c1C,101,-5,-1,104,5,98,101,-7

# Compound profiles, from the list above. Values in the order: MEP2 TOR yeast, procasp7 counter, AHR act, CR mimetic SO, GASC-1 inh, RPL19A-GFP yeast, LAP4-GFP MLPCN, proCasp3 act
# `O=C(O)CCN1/C(=C/C=Nc2ccccc2)Oc2ccccc21` across the screens: 114, -1, 0, 85, 5, 106, 105, -5
# `CCOc1cc(C(=O)NCC(C)CN(C)C)cc(OCC)c1OCC` (centres undefined) across the screens: 110, 12, 0, 98, -13, 105, 97, 0
# `C/C=C/C(=O)Nc1ccc(N2CCN(c3ccc(C(F)(F)F)cn3)CC2)nc1` across the screens: 100, 3, -3, 90, 7, 100, 99, -7
# `CCN(C(=O)CSC1=Nc2ccccc2C2CC=NN12)C1CCS(=O)(=O)C1` (centres undefined) across the screens: 97, -1, 11, 109, 6, 94, 98, 6
# `CCC(CO)Oc1cc(NCc2ccccc2F)c2ncn(C(C)C)c2c1` (centres undefined) across the screens: 97, 4, 5, 112, 5, 99, 104, 5

# Screens as filed in PubChem BioAssay.
